Statin myotox sup – suppressors of simvastatin-induced myotoxicity in C2C12 myotubes; AID 602340; 330,000 tested, 0.78% active; rescue of ATP level, % at 7.49 µM; ATP luminescence, 48 h; scaled: DMSO 0, geranylgeraniol control 100;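 active = mean ATP rescue above about 67%, or every replicate alone reaching that limit, limit read from the data, passing the limit was not always enough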;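 note: myotubes were challenged with 10 µM simvastatin during compound exposure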
miR122 inh – inhibitors of miR-122 in Huh7 cells; Huh7 miR-122 Renilla luciferase sensor, 48 h; neutral wells = 0, positive control = 100; activation (reporter increase), % at 12.5 µM; 340,000 tested, 0.3% active; AID 602342;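 active = mean replicate activation score at least 90 and every replicate individually at or above 90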;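 note: higher luciferase means less miR-122 activity so hits act as miR-122 inhibitors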
Cneo AK release – causes C. neoformans cell lysis. adenylate kinase release luminescence, 4 h; normalised: neutral wells 0, clomiphene wells 100. lysis activity, % at 15 µM. 360,000 tested, 0.2% active;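 active = mean lysis activity across replicates of at least 80%, whatever share of replicates individually reach that level; inactive = mean lysis activity below 80%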
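Test system: log-phase Cryptococcus neoformans yeast cells; Quantity: yeast cell density of 5 × 10^6 cells/mL; Buffer or medium: YPD; Doses: single compound concentration per well; Timing: 4 h at 37 °C static, read 1 h later; Measured by: AK luminescence; Read-out basis: lysis from increased AK signal; Control set: Clomiphene as positive control.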
esBAF inh – SWI/SNF esBAF complex inhibition | AID 602393 | 350,000 tested, 2% active | reporter increase, % at 12.5 µM | mouse ES cells, Bmi1-luciferase knock-in reporter, 24 h; 100% = twice the neutral-well signal; in the data active = activation above about 40%;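 note: 0% = median of the plate's neutral control wells and 100% = double that signal; a rise in the Bmi1 reporter signal indicates esBAF inhibition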
ARNT TACC3 PPI – disruptors of human ARNT/TACC3 interaction | inhibition, % at 9.99 µM | 390,000 tested, 0.66% active | AlphaScreen His-ARNT PAS-B/GST-TACC3 binding, luminescence; TACC3 fragment carries E629A point mutation | Q9Y6A5;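 active = mean inhibition of replicates at least 50% and at least half of replicates each reaching 50%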;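 note: 0% = complete ARNT plus TACC3 wells and 100% = ARNT alone without TACC3; many hits fall short of the cut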
ERp5 block – inhibitors of human ERp5; 350,000 tested, 0.05% active; AID 651711; inhibition, % at 9.99 µM; ERp5 insulin aggregation, absorbance 650 nm, 90 min;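 active = mean replicate inhibition above about 25%, with every replicate also reaching it, limit read from the data, passing the limit was not always enough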
Target sequence (Q15084 whole entry, looked up): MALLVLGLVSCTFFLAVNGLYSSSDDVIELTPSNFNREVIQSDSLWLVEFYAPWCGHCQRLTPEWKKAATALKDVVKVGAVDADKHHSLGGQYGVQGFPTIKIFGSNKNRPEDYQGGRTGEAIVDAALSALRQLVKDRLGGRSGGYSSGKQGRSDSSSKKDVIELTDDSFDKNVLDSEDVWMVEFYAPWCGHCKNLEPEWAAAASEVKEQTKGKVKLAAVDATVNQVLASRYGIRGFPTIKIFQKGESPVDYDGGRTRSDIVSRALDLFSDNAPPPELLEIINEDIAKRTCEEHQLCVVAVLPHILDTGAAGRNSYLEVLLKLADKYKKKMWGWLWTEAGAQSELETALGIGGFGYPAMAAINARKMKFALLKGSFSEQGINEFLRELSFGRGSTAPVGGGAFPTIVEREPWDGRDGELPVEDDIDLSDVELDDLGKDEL
SIRT5 block – blocks human SIRT5 desuccinylation of peptide | AID 652115 | Q9NXA8 | Purified SirT5, succinyl-peptide AMC, trypsin-coupled fluorescence | 330,000 tested, 1.1% active | inhibition, % at 15 µM; in the data active = inhibition above about 15%
Target sequence (Q9NXA8 whole entry, looked up): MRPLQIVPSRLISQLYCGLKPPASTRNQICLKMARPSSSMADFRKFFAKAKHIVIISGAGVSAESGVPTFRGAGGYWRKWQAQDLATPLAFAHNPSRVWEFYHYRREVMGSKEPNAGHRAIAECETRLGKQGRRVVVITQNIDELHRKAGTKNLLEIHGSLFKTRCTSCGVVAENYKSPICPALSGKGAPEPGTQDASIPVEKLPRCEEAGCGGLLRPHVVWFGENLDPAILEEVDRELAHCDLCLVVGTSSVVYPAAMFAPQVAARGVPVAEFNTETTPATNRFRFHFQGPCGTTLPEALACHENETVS
Numbers without * were called inactive; · = no result given; [ ] = another dose, or the depositor's remark.

Values run as follows: Statin myotox sup	miR122 inh	Cneo AK release	esBAF inh	ARNT TACC3 PPI	ERp5 block	SIRT5 block
CC(C)Cn1c(=O)c(C(=O)N/N=C/c2cccc(F)c2)c(O)c2ccccc21
→ -7	-3	-2	1	7	0	2
CN(C)c1ccc(Nc2nc(N)c([N+](=O)[O-])c(N3CCOCC3)n2)cc1
→ ·	·	·	·	15	11	2
C[C@H](CO)N1C[C@H](C)[C@@H](CN(C)CC2CCCCC2)OCCCC[C@H](C)Oc2ccc(NC(=O)Nc3ccc4c(c3)OCO4)cc2C1=O
→ 70*	13[16.7 µM]	1	0	8	-17	-2
Cn1nnnc1SCC(=O)c1ccc(Br)s1
→ 2	0	0	3	-4	·	·
C/C=C/C(=O)Nc1nnc(-c2ccccc2C)s1
→ 9	0	0	22	0	3	-3
COc1cccc(-c2cn(CC[C@H]3CC[C@@H](NC(=O)CC4CC4)[C@@H](CO)O3)nn2)c1
→ 14	·	-2	4	-14	0	1
O=C(NC(=S)Nc1cccc([N+](=O)[O-])c1)C1CCCCC1
→ -2	-1	2	10	2	-11	-4
CC(C)OCCCn1c(=S)[nH]c2ncccc2c1=O
→ 20	-1	0	-1	0	·	·
Cc1cccc(C2=NC(C(F)(F)F)(C(F)(F)F)c3c(n(-c4ccc(F)cc4)c(=O)[nH]c3=O)N2)c1
→ ·	·	·	·	-7	0	-2
O=C(CSc1ccc2c(c1)OCCO2)Nc1ccc(Br)cc1
→ 102*	-6	1	5	-2	·	·
CC(C)(C)[S@@](=O)N1Cc2cc(C(=O)NCCN3CCCC3)nc(-c3cccc(-c4ccc(C#N)cc4)c3)c2[C@H]1CCO
→ 9	·	22	1	-1	-4	-4
COc1ccc(Cl)cc1NC(=O)c1[nH]c(C)c(C(C)=O)c1C
→ 23	0	0	-12	0	-1	3
Cc1noc(C)c1NC(=O)N(C)C[C@@H]1Oc2ccc(NS(=O)(=O)c3cn(C)cn3)cc2C(=O)N([C@@H](C)CO)C[C@@H]1C
→ 29	1[16.7 µM]	3	-1	-7	1	-7
CCC1(C)Cc2nc(Cl)c(C#N)cc2CO1 (configuration not stated)
→ ·	5	0	·	-1	-8	-1
O=C(Nc1ccc(Cl)c(Cl)c1)N[C@H]1CC[C@@H](CCNC(=O)c2ccc(F)cc2)O[C@H]1CO
→ 23	-1[16.7 µM]	12	7	3	-3	-2
COc1cc(/C=N/NC(=O)CCNC(=O)c2ccccc2Cl)ccc1O
→ ·	·	·	·	-2	4	2
CC12CCC(=O)N1C(C(=O)NCc1ccccc1Cl)CS2 (configuration not stated)
→ 8	·	-3	·	-1	-5	-2
COc1cc(/C=C/C(=O)OCC(=O)c2ccc(S(=O)(=O)N3CCCCC3)cc2)cc(OC)c1OC
→ 2	-3	3	-4	-11	13	-1
COc1ccc(CCNC(=O)c2ccccc2SC)cc1
→ ·	·	·	·	-6	-5	-3
C/C=C/c1ccc2c(c1)O[C@H](CN(C)C(=O)NC1CCCCC1)[C@@H](C)CN([C@H](C)CO)S2(=O)=O
→ 1	35[16.7 µM]	7	-3	-5	2	-7

13 structures from above, sorted by SMILES length, ascending.
Values run as follows: Statin myotox sup	miR122 inh	Cneo AK release	esBAF inh	ARNT TACC3 PPI	ERp5 block	SIRT5 block
Cn1nnnc1SCC(=O)c1ccc(Br)s1
→ 2	0	0	3	-4	·	·
CCC1(C)Cc2nc(Cl)c(C#N)cc2CO1 (configuration not stated)
→ ·	5	0	·	-1	-8	-1
COc1ccc(CCNC(=O)c2ccccc2SC)cc1
→ ·	·	·	·	-6	-5	-3
C/C=C/C(=O)Nc1nnc(-c2ccccc2C)s1
→ 9	0	0	22	0	3	-3
CC(C)OCCCn1c(=S)[nH]c2ncccc2c1=O
→ 20	-1	0	-1	0	·	·
O=C(CSc1ccc2c(c1)OCCO2)Nc1ccc(Br)cc1
→ 102*	-6	1	5	-2	·	·
COc1ccc(Cl)cc1NC(=O)c1[nH]c(C)c(C(C)=O)c1C
→ 23	0	0	-12	0	-1	3
CN(C)c1ccc(Nc2nc(N)c([N+](=O)[O-])c(N3CCOCC3)n2)cc1
→ ·	·	·	·	15	11	2
COc1cccc(-c2cn(CC[C@H]3CC[C@@H](NC(=O)CC4CC4)[C@@H](CO)O3)nn2)c1
→ 14	·	-2	4	-14	0	1
Cc1cccc(C2=NC(C(F)(F)F)(C(F)(F)F)c3c(n(-c4ccc(F)cc4)c(=O)[nH]c3=O)N2)c1
→ ·	·	·	·	-7	0	-2
CC(C)(C)[S@@](=O)N1Cc2cc(C(=O)NCCN3CCCC3)nc(-c3cccc(-c4ccc(C#N)cc4)c3)c2[C@H]1CCO
→ 9	·	22	1	-1	-4	-4
Cc1noc(C)c1NC(=O)N(C)C[C@@H]1Oc2ccc(NS(=O)(=O)c3cn(C)cn3)cc2C(=O)N([C@@H](C)CO)C[C@@H]1C
→ 29	1[16.7 µM]	3	-1	-7	1	-7
C[C@H](CO)N1C[C@H](C)[C@@H](CN(C)CC2CCCCC2)OCCCC[C@H](C)Oc2ccc(NC(=O)Nc3ccc4c(c3)OCO4)cc2C1=O
→ 70*	13[16.7 µM]	1	0	8	-17	-2

(continued)
Values run as follows: Statin myotox sup	miR122 inh	Cneo AK release	esBAF inh	ARNT TACC3 PPI	ERp5 block	SIRT5 block
COc1ccc(S(=O)(=O)N(C)C[C@H]2Oc3c(NS(=O)(=O)c4c(C)noc4C)cccc3C(=O)N([C@H](C)CO)C[C@H]2C)cc1
→ 0	-1[16.7 µM]	0	8	6	5	1
COc1ccccc1C(=O)NCCC(=O)NCC(c1ccccc1OC)N1CCCC1 (configuration not stated)
→ -5	-4	4	-8	5	2	2
C[C@@H]1CN([C@@H](C)CO)S(=O)(=O)c2ccc(/C=C/c3ccccc3)cc2O[C@H]1CN(C)Cc1cncnc1
→ -41	-5[16.7 µM]	0	-3	35	-4	8
Cc1cc(NC(=O)Cn2cnc3c2c(=O)n(C)c(=O)n3C)n(-c2ccccc2)n1
→ -1	·	-1	-6	12	·	·
CN(C)C(=O)C[C@H]1CC[C@H](NS(=O)(=O)c2ccccc2)[C@@H](CO)O1
→ -4	·	-2	-7	14	-3	7
CCn1c(NC(=O)c2ccccc2)c(-c2cccs2)c(=O)c2ccccc21
→ 7	4	1	-10	26	·	·
CCc1nnc(SCc2ccc([N+](=O)[O-])cc2)nc1CC
→ -1	0	-1	-4	·	·	·
O=C(Nc1ccc2[nH]ncc2c1)c1ccc(F)cc1
→ 0	2	-7	23	5	0	0
COc1ccc(/C=C(\NC(=O)c2ccc(C)cc2)C(=O)NCCN2CCOCC2)cc1
→ -2	·	-4	-9	17	-1	·
Cc1ccc(C(=O)c2ccc(N3CCOCC3)c(F)c2)cc1
→ ·	-4	-10	·	-4	·	·
O=C1c2ccccc2S(=O)(=O)c2cc(C(=O)N3CCN(c4c(Cl)cncc4Cl)CC3)ccc21
→ -1	·	-1	-5	·	-2	-1
Cc1ccc(OCCC(=O)OCC(=O)C(C)(C)C)cc1
→ -5	·	1	-8	1	·	·
C[C@@H]1CCCCO[C@@H](CN(C)S(=O)(=O)c2ccccc2)[C@@H](C)CN([C@H](C)CO)C(=O)c2cc(NC(=O)Nc3ccc(C(F)(F)F)cc3)ccc2O1
→ ·	-1[16.7 µM]	4	-1	-5	4	1
Cc1cc([N+](=O)[O-])ccc1NCc1cccc2ccccc12
→ -7	-2	-3	16	5	-4	-4
NC(=O)c1cc([N+](=O)[O-])ccc1NCc1cccc([N+](=O)[O-])c1
→ 6	-6	2	8	-3	-1	-1
COCCCn1c(C)csc1=Nc1cccnc1
→ ·	·	·	·	1	4	-5
O=C(C[C@H]1CC[C@@H]2NC[C@@H](O)COC[C@H]2O1)NCc1ccc2c(c1)OCO2
→ 8	3[16.7 µM]	-1	4	-9	·	·
C[C@@H]1CCCCO[C@@H](CN(C)C(=O)Nc2ccccc2)[C@H](C)CN([C@@H](C)CO)C(=O)c2cc(NS(=O)(=O)c3cn(C)cn3)ccc2O1
→ ·	8[16.7 µM]	-3	1	6	-1	2
CO[C@H]1CN(C)C(=O)c2ccc(NC(=O)CC(F)(F)F)cc2OC[C@@H](C)N(S(=O)(=O)c2cn(C)cn2)C[C@@H]1C
→ -10	·	-2	3	-5	-3	-7
COc1ccc(C2CC(=O)c3cnc(NC(=O)c4cc(OC)cc(OC)c4)nc3C2)cc1 (configuration not stated)
→ -13	-5	-3	1	-2	7	1
Cc1ccc(-c2n[nH]c(=S)n2/N=C/c2ccc(C)s2)cc1
→ 7	2	7	-5	-4	·	·
O=C1CN(CC(=O)Nc2cccc(Cl)c2Cl)c2ccccc2N1
→ ·	·	·	·	-5	-5	-2
CC(C)NC(=O)C(=O)N/N=C/c1ccco1
→ 5	·	-1	-1	-6	-3	-1
O=C(c1cc(F)ccc1F)C1CCCN(C(=O)c2ccc(F)cc2Cl)C1 (configuration not stated)
→ -7	1	0	0	1	-1	-3
CCOc1ccc(C(C(=O)NCC2CCCO2)N(C(=O)c2snc(C(N)=O)c2N)c2ccc(F)cc2)cc1 (configuration not stated)
→ -4	·	1	1	-6	4	3
CCCNC(=O)C[C@@H]1CC[C@H]2[C@@H](COC[C@@H](O)CN2C(=O)c2cc(Cl)cc(Cl)c2)O1
→ 12	1[16.7 µM]	1	2	0	4	2
COc1ccc(CCNC(=O)CCc2nc3sc4c(c3c(=O)[nH]2)CCCC4)cc1
→ 11	-2	2	2	2	1	-4
CCC(=O)Nc1ccc2c(c1)OC[C@@H](C)N(Cc1cccnc1)C[C@@H](C)[C@H](OC)CN(C)C2=O
→ 4	·	1	0	·	-1	-2
O=C(Cn1ccn(-c2ccc(F)c(F)c2)c(=O)c1=O)NCCc1ccccc1
→ 2	-2	-2	5	-5	-4	-2
CCNC(=O)N(C)c1nncnc1C(=O)NC
→ ·	-4	1	·	·	3	-1
O=C(CSc1nc2ncccc2[nH]1)NCCc1ccccc1
→ -3	-4	-1	3	16	6	1
CCOc1cc(/C=N\NC(=O)c2ccc(C)nc2)cc([N+](=O)[O-])c1O
→ 40	-3	0	-3	-5	4	8
COc1ccccc1-c1ccc(SCc2ccc([N+](=O)[O-])cc2)nn1
→ ·	·	·	·	4	-9	-2
O=C(O)c1cc2nccc(-c3ccco3)n2n1
→ 6	14	1	-11	-3	4	-4
N=C1/C(=C/c2ccc(OCc3ccccc3F)cc2)C(=O)N=C2SC(CC(=O)N3CCOCC3)=NN12
→ -10	·	0	16	-6	2	-1
Cc1ccc2c(CC(=O)O)coc2c1
→ ·	12	4	-8	22	·	·
O=C1Nc2ccc3sc4ccccc4c3c2C1=O
→ ·	1	0	8	·	2	-2
Cc1noc(C)c1C(=O)NCCCc1ccccc1
→ 6	-3	-1	3	-7	·	·
CCN1CCN(c2ccc(S(=O)(=O)N3CCCCC3)cc2NC(=O)c2cccc(F)c2)CC1
→ -4	·	·	-9	4	-3	-2
CSc1nc2ccccc2c(=O)n1C1CCCCC1
→ 0	-1	1	-2	-3	-1	0
O=C1Nc2ccc(F)cc2C12OCCO2
→ 5	-11	-1	-7	-11	0	-1
Cc1cccc([C@@H]2[C@@H]3C(=O)N(Cc4ccccc4)C(=O)[C@@H]3[C@]3(C)C(=O)N(c4cccc(F)c4)C(=O)N23)c1
→ 16	-3	1	15	-3	6	·

Shown with bars between the fields: two of the compounds above
mol | Statin myotox sup | miR122 inh | Cneo AK release | esBAF inh | ARNT TACC3 PPI | ERp5 block | SIRT5 block
C/C=C/c1ccc2c(c1)O[C@H](CN(C)C(=O)NC1CCCCC1)[C@@H](C)CN([C@H](C)CO)S2(=O)=O | 1 | 35[16.7 µM] | 7 | -3 | -5 | 2 | -7
COc1ccc(S(=O)(=O)N(C)C[C@H]2Oc3c(NS(=O)(=O)c4c(C)noc4C)cccc3C(=O)N([C@H](C)CO)C[C@H]2C)cc1 | 0 | -1[16.7 µM] | 0 | 8 | 6 | 5 | 1

High-throughput results (PubChem)
